EPAC2 antag – qHTS for Antagonist of cAMP-regulated guanine nucleotide exchange factor 2 (EPAC2): primary screen | EPAC2 GEF exchange of Rap1B-BODIPY-GDP, fluorescence | Potency, µM (doses to about 114 µM), without a hit: at the highest dose activity, negative = inhibition, most hits filed as inhibitors | hit rate 0.18% among 360,000 | AID 720708, 2013; further: on the % scale 0 is the no-effect control and ±100 the full control effect; nearly all actives have a fitted effect of over 45% in size; many of its hits are not listed in these tables
EPAC1 antagonist – qHTS for Antagonist of cAMP-regulated guanine nucleotide exchange factor 3 (EPAC1): primary screen; AID 720709, 2013; hit rate 0.14% among 360,000; EPAC1 GEF assay, Rap1b-BODIPY-GDP exchange fluorescence; Rap guanine nucleotide exchange factor 3 (Homo sapiens), O95398; Potency, µM (top dose mostly 115 µM), without a hit: top-dose activity change, negative = inhibition, usual class: inhibitors;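 further: plate controls were vehicle for no effect and positive control for full effect; nearly all actives have a fitted effect of over 50% in size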
Target sequence (O95398 whole entry, looked up): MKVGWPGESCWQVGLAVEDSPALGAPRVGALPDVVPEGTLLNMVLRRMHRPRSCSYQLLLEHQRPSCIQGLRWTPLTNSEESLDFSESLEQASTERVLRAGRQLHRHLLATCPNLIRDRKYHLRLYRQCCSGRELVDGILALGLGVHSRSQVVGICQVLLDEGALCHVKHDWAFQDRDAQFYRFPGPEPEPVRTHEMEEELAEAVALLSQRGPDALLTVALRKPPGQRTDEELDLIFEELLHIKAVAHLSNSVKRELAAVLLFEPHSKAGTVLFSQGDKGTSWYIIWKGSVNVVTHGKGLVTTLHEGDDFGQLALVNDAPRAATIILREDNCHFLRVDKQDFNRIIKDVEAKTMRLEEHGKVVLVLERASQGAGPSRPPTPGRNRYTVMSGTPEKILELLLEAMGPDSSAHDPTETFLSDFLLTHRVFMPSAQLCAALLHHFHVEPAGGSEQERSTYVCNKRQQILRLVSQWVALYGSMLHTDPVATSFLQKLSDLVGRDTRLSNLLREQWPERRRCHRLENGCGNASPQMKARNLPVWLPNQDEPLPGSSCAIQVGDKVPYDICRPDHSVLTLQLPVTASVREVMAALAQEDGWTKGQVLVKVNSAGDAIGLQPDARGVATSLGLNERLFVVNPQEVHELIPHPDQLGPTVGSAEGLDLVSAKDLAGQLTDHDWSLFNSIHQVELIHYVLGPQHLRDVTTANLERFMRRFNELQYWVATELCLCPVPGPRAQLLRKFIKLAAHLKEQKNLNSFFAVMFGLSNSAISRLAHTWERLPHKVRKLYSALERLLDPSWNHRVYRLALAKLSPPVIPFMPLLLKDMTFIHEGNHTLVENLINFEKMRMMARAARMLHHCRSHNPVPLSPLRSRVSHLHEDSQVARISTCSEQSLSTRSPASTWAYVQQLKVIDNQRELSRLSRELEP
TDP-43 yeast inh – qHTS of TDP-43 Inhibitors | TDP-43 expressing yeast growth rescue, BacTiter-Glo, 24 h | Potency, µM (doses to about 46.1 µM), for the others: at the highest dose growth rescue (activation), hits mostly activators | hit rate 1.8% among 410,000 | AID 652104, 2013; further: % of control where 0% means no effect; nearly all actives have a fitted effect of over 50% in size
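Cell-based yeast growth screen: TDP-43 expression induced in galactose, inoculum OD600=0.02 after raffinose pregrowth to mid-log. Read-out BacTiter-Glo luminescence at 24 hr, 30 deg C; inhibition of toxicity seen as signal increase.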
aSyn rescue – qHTS of alpha-syn Inhibitors | Yeast expressing alpha-synuclein, growth rescue, BacTiter-Glo, 24 h | Potency, µM (top dose mostly 46.1 µM), without a hit: at the top dose growth rescue (activation), most hits filed as activators | hit rate 0.14% among 370,000; further: % of control where 0% means no effect; nearly all actives have a fitted effect of over 65% in size
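Readout is rescue of growth in alpha-synuclein-expressing yeast, so inhibitors of toxicity appear as activators. Growth after 24 hr at 30 deg C in galactose medium is quantified by luminescence.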
EPAC2 ag – qHTS for Agonist of cAMP-regulated guanine nucleotide exchange factor 4 (EPAC2): primary screen. Potency, µM (series often up to 154 µM), without a hit: at the highest dose activation, usual class: activators. Rap guanine nucleotide exchange factor 4 (Homo sapiens), Q8WZA2. hit rate 0.079% among 360,000. EPAC2 activation, biochemical qHTS; response scale: 100% = 6.5 mM cAMP response; further: nearly all actives have a fitted effect of over 50% in size
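Compounds were titrated in qHTS against a Rap1B-BODIPY-GDP (250 nM) complex with EPAC2 (100 nM) and GDP (50 uM). BODIPY-GDP release tracked at 480/540 nm over 30 min at room temperature, normalized to 6.5 mM cAMP.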
FUS yeast rescue – qHTS for Suppressors of FUS Proteinopathy: Primary screen using FUS-linked yeast assay; S. cerevisiae FUS-expressing, growth rescue, OD600, 24 h; Potency, µM (top dose mostly 76.6 µM), for inactives: at the top dose growth rescue (activation), hits mostly activators; hit rate 0.24% among 390,000; AID 1347120, 2019;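 further: plate controls were DMSO vehicle for no effect and reference control for full effect; nearly all actives have a fitted effect of over 55% in size; some results filed as inactive show a strong effect at the top dose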
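Steps: raffinose overnight preculture; dilution to OD 0.005 in 2% galactose minimal medium; compound addition (concentration series); 24hr at 30C, 99% humidity; absorbance read at 600 nm.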
PTHR1 agonist – qHTS for PTHR1 Agonists: Primary Screen | Parathyroid hormone/parathyroid hormone-related peptide receptor (Homo sapiens), Q03431 | hit rate 0.075% among 410,000 | Potency, µM (highest dose often 115 µM), without a hit: top-dose activation, actives largely listed as activators | HEK293 GP2 PTHR1 cells, GloSensor cAMP luminescence, 1 h; further: nearly all actives have a fitted effect of over 55% in size; some results filed as inactive show a strong effect at the top dose; inactives centre near -15; many of its hits are not listed in these tables
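HEK-293-derived GP2 cells expressing PTHR1 and a GloSensor cAMP reporter, 3,000/well, plated overnight, given luciferin plus IBMX (each 0.5 mM as added) for 1 h at 37 °C, then compound for 1 h at 37 °C. Luminescence was read after 15 min at room temperature.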
EPAC1 agonist – qHTS for Agonist of cAMP-regulated guanine nucleotide exchange factor 3 (EPAC1): primary screen. Rap guanine nucleotide exchange factor 3 (Homo sapiens), O95398. EPAC1 agonist qHTS, biochemical assay; response scale: 100% = response to 6.5 mM cAMP. Potency, µM (titrated, usually from 154 µM), without a hit: at the highest dose activation, hits mostly activators. hit rate 0.073% among 360,000. AID 720707, 2013; further: nearly all actives have a fitted effect of over 60% in size
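Normalized to 6.5 mM cAMP, activity reflects EPAC1-catalysed release of BODIPY-GDP from Rap1B, followed kinetically over 30 min at 480 nm excitation, 540 nm emission. Reaction contained 100 nM EPAC1, 250 nM Rap1B-BODIPY-GDP, 50 uM GDP.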
Active calls of the source: *; i = inactive; ? = inconclusive; · = no result given; & = joins results of further samples; [ ] = remark or other dose. The call rests on the fitted dose curve; in most records, active means well fitted curve in the direction sought with a large enough effect; inconclusive means small, poorly fitted or top-dose-only effect, or another doubt; inactive means no such curve, though single readings can be large; an effect the other way counts as inactive or inconclusive. Potency means the concentration at half of the fitted maximal effect.

Molecule,TDP-43 yeast inh,PTHR1 agonist,EPAC2 ag,EPAC1 antagonist,FUS yeast rescue,EPAC1 agonist,EPAC2 antag,aSyn rescue
Cc1ccc(C(=O)N2CCN(S(=O)(=O)N3CCCCC3)CC2)cc1,-1.6%,i,-0.1%,-3.1%,10.0%,-14.3%,2.4%,7.3%
O=C1OC(c2ccccc2)/C(=C(/O)c2ccc(Cl)cc2)C1=O (stereo not drawn),-8.4%,-31.9%[inhibitor][57.5 µM],12.6%,-21.5%,8.6%,7.0%,3.1%,4.5%
CCOc1ccccc1OCC(=O)OCC(=O)c1c(N)n(CC(C)C)c(=O)n(C)c1=O,16.5%,-34.2%[inhibitor],1.6%,7.1%,6.5%,-2.0%,-10.0%,5.4%
CCCCOc1ccc(C(=O)OCC(=O)c2c(N)n(C)c(=O)n(C)c2=O)cc1,24.5%,-25.5%,-11.0%,-26.0%,8.2%,-7.1%,-29.2%,6.3%
CCn1c(SC)nnc1-c1sc2cc(Cl)ccc2c1Cl,0.7%,i,14.9%,6.3%,32.3%,-2.6%,?,-11.2%
FC(F)(F)c1cc(-c2ccco2)nc(NCc2ccc(Cl)cc2)n1,?,-3.1%,-2.2%,-19.7%,12.8%,-1.1%,-13.8%,-13.9%
CCC(=O)c1ccc(OCC(=O)OCC(=O)Nc2cccc(S(=O)(=O)N3CCOCC3)c2)cc1,-11.7%,i,-0.3%,-12.4%,·,14.9%,-6.5%,3.1%
O=C1COc2ccc(C(=O)COC(=O)c3ncc(Cl)c(Cl)c3Cl)cc2N1,-1.8%,i,-6.2%,5.4%,14.9%,-7.4%,3.3%,-1.0%
O=C(Nc1cc(Cl)ccc1O)c1cc2n(n1)C(C(F)(F)F)CC(c1ccc3c(c1)OCO3)N2 (stereo not drawn),9.2%,-5.9%,18.6%,-6.0%,-13.0%,12.5%,9.0%,-19.4%
O=C(O)c1cccc(NC(=S)N/N=C/c2ccccn2)c1,3.1%,-46.9%,4.6%,-16.8%,14.6%,-5.1%,-2.0%,-8.1%
Cc1cccc(N2CCN(CCCNc3ncnc4onc(-c5ccc(Cl)cc5)c34)CC2C)c1 (stereo not drawn),?,i,·,·,-17.2%,·,·,2.1%
Cc1cc2ccccn2c1C(=O)c1nc(NCc2ccccc2)ncc1Cl,?,-8.5%,2.3%,-23.1%,-13.6%,7.8%,-11.7%[57.1 µM],4.7%&7.0%
COc1ccc(C(=O)/C=C/Nc2ccc(S(N)(=O)=O)cc2)cc1OC,-10.8%,?,11.6%,-4.6%,32.3%,5.2%,11.0%,25.4%
CCCCn1nc(C(=O)N(C)C2CCCCC2)c2ccccc2c1=O,0.9%,-22.5%,-0.5%,1.8%,8.7%,8.3%,-27.3%,-11.5%
Cc1ccc(NC(=O)CN2CCN(S(=O)(=O)c3ccc(F)cc3)CC2)cc1C,3.6%,i,11.6%,-29.7%,·,7.6%,-12.7%,1.1%
COc1ccccc1C(c1nnnn1C(C)(C)C)N1CCN(Cc2ccccc2)CC1 (stereo not drawn),-15.9%,27.9%[57.5 µM],2.3%,-15.7%,8.4%,11.6%,-4.0%,-2.9%
O=C(c1ccc(Cl)c(S(=O)(=O)N2CCCCC2)c1)N1CCN(Cc2ccccc2)CC1,18.7%,-31.3%[inhibitor],-1.4%,-9.0%,6.2%,?,-12.6%,12.9%
CC(=O)N1c2ccc(S(=O)(=O)NCCC(=O)NC3CCCCCC3)cc2CC1C (stereo not drawn),-12.3%,-17.2%,-9.0%,-3.6%,16.8%,9.9%,0.8%,1.9%
Cc1cc(NC(=O)c2c(F)cccc2Cl)no1,9.6%,i,2.5%,21.0%,-8.3%,0.3%,8.1%,4.0%
Cc1ccc(C(=O)N/N=C/c2ccc(OC(=O)c3ccccc3Cl)cc2)cn1,7.9%,-1.9%,6.3%,-4.3%,17.8%,-6.3%,1.0%,4.1%
CCc1nc2ccc(C(=O)NCCC(C)C)cn2c1N(C)Cc1nccs1,-9.8%,?,7.9%,-25.2%,-13.7%,-8.1%,-20.0%,0.8%
CC(=O)Cn1c(CN2CCCCC2)nc2ccccc2c1=O,-2.0%,i,4.6%,-14.6%,-34.1%,6.5%,-3.9%,-0.4%
Cc1cccc(N(C(=O)CCC(=O)Nc2cc(C)on2)C(C(=O)NC2CCCC2)c2cccnc2)c1 (stereo not drawn),-19.6%,i,0.0%,3.5%,-5.4%,-5.8%,7.0%,0.3%
Cc1ccc(NC(=S)NC(NC(=O)C(C)(C)C)C(Cl)(Cl)Cl)c(C)c1 (stereo not drawn),13.6%,-10.0%,-3.3%,-2.4%,-2.4%,4.6%,-6.8%,1.0%
O=C(COC(=O)c1cncc(Br)c1)Nc1ccc(S(=O)(=O)N2CCOCC2)cc1,7.9%,i,2.7%,0.8%,4.4%,-2.3%,-1.9%,7.8%
O=C(/C=C/c1ccc([N+](=O)[O-])cc1)NCc1ccc2c(c1)OCO2,0.0%,-10.7%,-0.9%,-13.6%,-48.8%,2.7%,11.6%,0.1%
CCc1ccc(/C=C2\Oc3cc(OS(C)(=O)=O)ccc3C2=O)cc1,-39.0%[inhibitor],i,0.1%,-5.1%,·,10.6%,-14.7%,-4.5%
COc1ccccc1NC(=O)CSc1nc2ccccc2nc1N1CC(C)OC(C)C1 (stereo not drawn),5.7%,i,6.1%,-16.3%,37.3%,9.0%,-4.7%,10.9%
COc1ccc(OC)c(/C=N/NC(=O)c2cnccn2)c1,-21.7%,-24.3%,7.0%,-13.4%,9.8%,-6.6%,11.1%,-0.9%
O=C(O)c1ccc(N2C(=O)/C(=C/c3ccc(-c4ccc([N+](=O)[O-])cc4)o3)C=C2c2ccccc2)cc1,-13.1%[0.397 µM],-35.7%[inhibitor],-1.4%,?,28.9%,6.5%,-25.1%,-5.6%
O=C1c2ccccc2C(=O)N1OCCCN1C(=O)c2ccccc2S1(=O)=O,21.6%,-6.5%,13.4%,-3.3%,·,-4.3%,5.1%,8.3%
CC(C)CCNC(=O)c1onc(CSc2ccc(F)cc2)c1C(=O)NCCC(C)C,0.1%,i,-7.4%,-18.5%,9.3%,-22.8%,-5.0%,0.5%
CCOC(=O)c1sc(NC(=O)c2cc(-c3ccccc3C)nc3ccccc23)c(C#N)c1C,0.9%,-31.1%,18.9%,-19.1%,12.4%,13.5%,-12.3%,-32.3%[inhibitor]
CCCC(=O)Nc1ccc(OCC(=O)OC)cc1,0.6%,i,-11.5%,11.0%,-2.7%,0.0%,4.0%,5.0%
CCOC(=O)NC(=O)CN1C(=O)NC2(CCc3ccccc32)C1=O (stereo not drawn),0.0%,i,8.0%,-10.5%,17.2%,-4.7%,22.0%,1.0%
COc1cccc(/C=C2\SC(=S)N(NS(=O)(=O)c3ccccc3)C2=O)c1OC,?,-40.5%[inhibitor],1.4%,50.1µM*,-9.0%,8.0%,?,-76.6%[inhibitor]
O=C(O)c1ccc(-n2nncc2-c2ccco2)cc1,-20.5%,i,-5.1%,7.1%,-4.9%,1.7%,0.9%,-8.8%
CCOC(=O)C1=C(N)Oc2cc(C)[nH]c(=O)c2C1c1ccncc1 (stereo not drawn),-7.3%,-31.7%[inhibitor][57.5 µM],6.8%,5.6%,0.4%,2.2%,4.2%,-2.7%
COc1ccc(/C=C2\N=C(C(C)(C)C)OC2=O)c(OC)c1,3.8%,-7.7%,3.5%,-25.8%,-18.3%,1.8%,-1.4%,0.2%
C=CCn1c(=N)n(CC(=O)c2ccccc2)c2ccccc21,18.8%,-31.8%[inhibitor],1.5%,-7.2%,3.7%,2.1%,9.3%,0.0%
CCOc1ccc(S(=O)(=O)N2CCCC(C(=O)NCc3ccccn3)C2)cc1Cl (stereo not drawn),0.0%,-26.3%,4.8%,6.1%,32.9%,5.0%,-2.9%,-5.6%
C=CCC(NC(=O)N(C)C)(C(=O)OC)C(C)O (stereo not drawn),22.7%,-21.8%,2.6%,12.8%,-14.3%,-4.0%,5.1%,7.3%
O=C(O)CCc1ccc(-c2ccccc2)n1NC(=O)c1ccco1,-2.9%,i,3.1%,-13.4%,-11.1%,-0.6%,8.5%,-3.1%
Cn1c(=O)[nH]c(=O)c2c1nc(N1CCCCC1)n2CCCSc1nnnn1-c1ccccc1,17.4%,-2.1%,-6.7%,6.1%,·,-0.8%,-18.4%,9.0%
Cc1ccc(S(=O)(=O)N2CCOCC2)cc1C(=O)N1CCN(c2ncccn2)CC1,13.7%,i,9.8%,-22.7%,1.5%,1.8%,5.2%,-0.4%
Cc1nnc(SCC(=O)Nc2cccc(S(=O)(=O)N(C)c3ccccc3)c2)s1,-14.3%,-29.8%,0.8%,-4.5%,·,0.1%,-3.2%,0.4%
Cc1ccc(Cl)cc1NC(=S)NCCCSC1CCCCC1,16.6%,-28.1%,?,-11.7%,33.4%,22.5%,-20.3%,-39.0%[inhibitor]

A few values from the results shown.
`C=CCC(NC(=O)N(C)C)(C(=O)OC)C(C)O` (stereo not drawn) @ aSyn rescue: 7.3%
`Cc1ccc(Cl)cc1NC(=S)NCCCSC1CCCCC1` @ TDP-43 yeast inh: 16.6%

Assay outcomes as filed in PubChem.

A portion of the library; rates above refer to the full screens.
